TRPC6 inh: inhibitors of mouse TRPC6 channel; Q61143; HEK293-TRPC6, membrane potential dye, ACh-evoked depolarization; hits give low values; B-score at 10 µM; 310,000 compounds, 1.1% hits;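 active means B-score under library mean minus 3 SD, initial fluorescence not abnormally high, positive integrated signal ratio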;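 further: B-score derived from integrated fluorescence ratio over the kinetic read; more negative B-score means stronger inhibition of depolarization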
SKKanGAS inh: blocks kanamycin growth of S. pyogenes SKKanGAS strain | inhibition, % at 7.5 µM | BacTiter-Glo, 6 h | 300,000 compounds, 1.3% hits | AID 1662;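 active means mean replicate score, as percent of positive control median, at least 50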;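 further: strain carries kanamycin resistance gene driven by streptokinase promoter and grows in 40 µg/ml kanamycin; loss of luminescence reflects streptokinase promoter inhibition or plain growth inhibition; 0% = median of DMSO wells and 100% = positive control at its reference dose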
RGS4 block: human RGS4 inhibition; P49798; HEK293 M3R/RGS4 inducible, Fluo-4 calcium flux; hits give high values; triggered by carbachol at its EC20; B-score at 10 µM; 310,000 compounds, 0.45% hits;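 active means B-score, a plate-corrected calcium signal, over three deviations above library mean, with baseline fluorescence within five deviations of library mean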;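 further: RGS4 expression induced by doxycycline in cells with stable M3 receptor; B-score is computed from the integrated fluorescence ratio over baseline after carbachol; higher B-score means a larger calcium signal and so more RGS4 inhibition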
Target sequence (P49798 whole entry, looked up): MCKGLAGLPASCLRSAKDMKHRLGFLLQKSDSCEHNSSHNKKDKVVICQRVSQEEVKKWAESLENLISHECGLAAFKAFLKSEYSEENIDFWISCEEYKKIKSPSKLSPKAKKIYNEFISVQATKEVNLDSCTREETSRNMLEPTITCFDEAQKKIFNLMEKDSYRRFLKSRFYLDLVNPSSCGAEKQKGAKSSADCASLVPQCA
RGS4 pot: potentiators or activators of RGS4; HEK293 M3R/inducible RGS4, carbachol calcium flux Fluo4; hits give low values; B-score at 10 µM; 310,000 compounds, 0.92% hits; AID 463111;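 active means B-score of the integrated calcium signal more than 4 SD below the library mean, with starting fluorescence not abnormally high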;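 further: negative B-score means reduced calcium response which marks RGS4 activation or potentiation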
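Material: Inducible-RGS4 HEK293 cells carrying M3 receptor; also added: carbachol at ECmax as muscarinic agonist stimulus; incubation: compound preincubation 20 min at room temperature before agonist; signal: Fluo4-AM (2 µM) calcium-flux fluorescence, kinetic read; measure: integrated calcium ratio converted to B score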
HIF activator: HIF pathway transcriptional activation. 300,000 compounds, 0.32% hits. U2OS HRE-luciferase reporter, luminescence; normalized: DMSO 0%, desferrioxamine 100%. activation, % at 7.5 µM (by protocol);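 active means mean activation of at least 10% of the iron chelator positive control signal, with at least half of replicates also reaching 10%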
MrgX1 ag: activates human MrgX1 receptor signaling | B-score at 10 µM | Q96LB2 | 310,000 compounds, 0.44% hits | AID 588627 | MrgX1-HEK293 cells, Fluo-4 calcium fluorescence, agonist mode; hits give high values;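 active means calcium response B-score plate-corrected fluorescence ratio at least 3 library SD, with starting fluorescence B-score inside 5 SD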
Target sequence (Q96LB2 whole entry, looked up): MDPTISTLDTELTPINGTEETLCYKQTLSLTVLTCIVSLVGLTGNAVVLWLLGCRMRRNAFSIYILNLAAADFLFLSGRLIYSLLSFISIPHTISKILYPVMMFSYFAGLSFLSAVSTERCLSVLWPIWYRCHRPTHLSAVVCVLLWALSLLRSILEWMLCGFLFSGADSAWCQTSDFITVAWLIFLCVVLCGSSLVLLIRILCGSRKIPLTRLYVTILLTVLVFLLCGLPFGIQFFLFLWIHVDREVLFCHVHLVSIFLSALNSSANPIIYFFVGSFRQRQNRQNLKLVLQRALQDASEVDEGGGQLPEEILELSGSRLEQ
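Assay system: stable human MrgX1 HEK293 cell line. Quantity: 15,000 cells per well. Schedule: cells plated overnight, dye loaded 0.5 h 37 °C, 0.5 h room temperature. Detection: Fluo-4 NW calcium-flux fluorescence, kinetic read. Read-out basis: peak-minus-minimum fluorescence over baseline, converted to B scores. Control set: positive and negative control wells on each plate.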
MrgX1 PAM: human MrgX1 positive allosteric modulation, primary screen; Q96LB2; MrgX1-HEK293, Fluo-4 calcium flux, FDSS; hits give high values; B-score at 10 µM; 310,000 compounds, 0.63% hits;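 active means plate-corrected calcium response at least 3 library SD above typical, normal starting fluorescence, not activating the receptor alone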;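 further: compound read alongside a low EC10 to EC30 dose of BAM8-22 agonist; peak minus trough fluorescence over baseline measured at the second addition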
TRPC4 block: TRPC4 (mouse) channel inhibition | Q9QUQ5 | HEK293 TRPC4beta/mu-opioid, DAMGO-evoked Fluo4 calcium flux; hits give low values | B-score at 10 µM | 300,000 compounds, 0.39% hits;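 active means B-score over 3 SD under the library average, no early fluorescence shift, positive overall ratio signal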
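Assay system – HEK293 line stably carrying TRPC4beta and mu-opioid receptor · Doses – single dose · Detection – Fluo4 calcium-dye fluorescence, kinetic read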
MrgX1 antagonist: blocks BAM8-22 activation of human MrgX1 receptor; Q96LB2; MRGX1-HEK293 calcium flux, Fluo-4, BAM8-22 antagonism; hits give low values; B-score at 10 µM; 310,000 compounds, 1.3% hits;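 active means calcium-response B-score plate-corrected more than 3 library SD below zero, starting fluorescence within 5 deviations, no agonist response on first addition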;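 further: peak minus trough fluorescence over baseline after final BAM8-22 challenge near maximal dose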
TRPC6 act: activators of mouse TRPC6 channel; Q61143; HEK293-TRPC6 membrane potential dye fluorescence; hits give high values; B-score at 10 µM; 310,000 compounds, 0.13% hits; AID 2550;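 active means B-score of the integrated fluorescence ratio above library mean plus 3 SD, and starting fluorescence ratio within library mean plus 5 SD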;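 further: higher score means more depolarization so channel activation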
Platelet DG rel: modulates dense granule release in human platelets | human platelet-rich plasma, SFLLRN dense granule ATP release, luminescence | inhibition, %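 (compounds screened at 7.5 µM in platelet-rich plasma)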 | 300,000 compounds, 0.22% hits | AID 1663;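 active means mean replicate score, as percent of positive control, at or above 50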
An asterisk follows results filed as active; i = inactive; . = no result given.

SMILES	TRPC6 inh	SKKanGAS inh	RGS4 block	RGS4 pot	HIF activator	MrgX1 ag	MrgX1 PAM	TRPC4 block	MrgX1 antagonist	TRPC6 act	Platelet DG rel
O=C(NCc1ccco1)c1ccccc1-c1ccc(C(F)(F)F)cc1	i	2.6	i	i	0.0	i	i	i	i	i	-3.6
COC(=O)c1nnn(-c2ccccc2)c1N	i	8.2	i	i	0.0	i	i	i	i	i	4.2
CC(=O)Nc1ccc(-c2csc(NC(=O)C3=COCCO3)n2)cc1	i	-6.4	i	i	1.5	i	i	i	i	i	10.4
COc1ccc2oc(=O)c(/C(C)=N/Nc3nc(-c4cc(C)ccc4C)cs3)cc2c1	i	19.6	i	i	1.9	i	i	i	i	i	1.5
O=C(CC1CC2CCC1C2)Nc1nc(-c2ccccn2)cs1 (configuration not stated)	i	76.2*	i	i	4.4	i	i	i	i	i	3.9
CC(C)CC(=O)N1CCN(S(=O)(=O)c2ccc3ccccc3c2)CC1	i	3.4	i	i	-0.2	i	i	i	i	i	5.6
CC(C)Cc1cc(C(C)(C)C)ccc1OC(=S)N(C)C	i	15.3	i	i	-0.1	i	i	i	i	i	-1.0
Cc1cc(C)c(S(=O)(=O)NC(C)C)c(C)c1-n1cnnn1	i	0.4	i	i	0.1	i	i	i	i	i	-0.6
Cc1sc2nc3ccc(NCc4ccco4)nn3c(=O)c2c1C	i	30.6	8.31*	i	0.7	i	i	i	i	i	-17.5
Cc1ccc(Cc2c(C)nc3nc(SCC(=O)NCCCN4CCCCCC4)nn3c2C)cc1	i	-6.6	i	i	-4.0	i	i	i	i	i	-5.4
COc1cc2c(cc1OC)CN(C(=O)c1ccc(S(=O)(=O)N3CCCC3)cc1)CC2	i	-7.0	i	i	0.0	i	i	i	i	i	-4.6
C#CCOCCOCCOCCNc1nc(N2CCOCC2)nc(N2CCN(C(=O)[C@H](CCC(=O)O)n3cc(C(N)[C@H](C)CC)nn3)CC2)n1 (some centres not stated)	i	2.5	i	i	-0.3	i	i	i	i	i	-3.3
O=C(CS(=O)c1ccc(C(F)(F)F)cc1[N+](=O)[O-])Oc1ccc(Cl)cc1 (configuration not stated)	i	-5.3	i	i	2.9	i	i	i	i	i	6.2
NC(=O)c1ccccc1NC(=O)Nc1ccccc1Cl	i	2.0	i	i	-0.9	i	i	i	i	i	-0.5
O=C(O)CN1CCN(c2ncc(C(F)(F)F)cc2Cl)CC1	i	2.4	i	i	0.2	i	i	i	i	i	2.8
Cc1ccc(COn2c(-c3ccc(Cl)cc3)nc3ccc([N+](=O)[O-])cc32)cc1	i	-15.4	i	i	3.7	i	i	i	i	i	-13.9
CCCN1CCN(C(=O)c2oc3ccccc3c2NC(=O)C2CC2)CC1	i	-0.5	i	i	-0.1	i	i	i	i	i	-10.4
Cc1ccc2nc(-c3cc(-c4ccccc4)no3)cn2c1	i	-10.4	i	i	-1.6	i	i	i	i	i	-0.3
COc1ccc(CN(C)C(C)C(=O)Nc2ccc(S(=O)(=O)N3CCCC3)cc2)c(OC)c1OC (configuration not stated)	i	10.7	i	i	-0.9	i	i	i	i	i	4.5
Cc1ccccc1C(=O)NC1CCN(CC(=O)Nc2ccccc2)CC1	i	-3.1	i	i	0.8	i	i	i	i	i	-7.7
COc1cccc(N=c2oc3c(C)ncc(CO)c3cc2C(=O)Nc2ccccc2OC)c1	i	3.2	i	i	0.6	.	.	i	.	i	1.0
O=C(COC(=O)c1ccc(Cl)nc1)NCc1ccco1	i	1.6	i	i	0.1	i	i	i	i	i	-5.7
O=C(/C=C/c1ccc(Cl)cc1Cl)NCCSc1ccccc1	i	6.5	i	i	0.3	i	i	i	i	i	5.1
CCOc1ccc(OCCC(=O)OCC(=O)Nc2cc(C)nn2-c2ccccc2)cc1	i	-0.2	i	i	-0.5	i	i	i	i	i	0.1
S=c1nc(-c2ccc(Br)cc2)[nH]c2ccccc12	i	7.5	i	i	0.6	i	i	i	i	i	3.3
O=C(NCCN1CCN(C(=O)c2ccccc2Cl)CC1)C(=O)NCc1ccccc1	i	2.7	i	i	0.3	i	i	i	i	i	3.5
Cc1ccn2cc(-c3ccc(NS(=O)(=O)c4ccccc4)cc3)nc2c1	i	2.9	i	i	0.4	i	i	i	i	i	-19.4
Cc1cc(C)c(S(=O)(=O)NCCn2c(C)cc3ccccc32)c(C)c1	i	13.1	i	i	-0.3	i	i	i	i	i	0.5
CCC(C)NC(=O)c1ccc(CN2CCc3ccccc3C2)cc1 (configuration not stated)	i	2.6	i	-7.47*	-0.9	i	i	i	i	i	13.5
CC(=O)Nc1ccc(-c2nc3ccccc3c(=O)o2)cc1	i	-1.5	i	i	-22.6	i	i	i	i	i	-1.0
O=c1c2cc(N3CCOCC3)ccc2[nH]c(=S)n1CCN1CCCC1	i	8.1	i	i	0.2	i	i	i	i	i	-3.5
CC(C)CNC(=O)Cn1c(=O)c2c(ncn2CC(C)C)n(Cc2ccccc2)c1=O	i	-1.9	i	i	-1.1	i	i	i	i	i	-2.9
CCc1nnc2n1N=C(c1ccc(Cl)cc1Cl)CS2	i	-1.9	i	i	-1.0	i	i	i	i	i	2.9
Cc1ccccc1NC(=O)C1c2cccc[n+]2CC(=O)N1Cc1ccc2c(c1)OCO2 (configuration not stated)	i	-14.8	i	i	-0.1	i	i	i	i	i	-0.7
CC1CCN(CCCNC(=O)Cn2ncc3c([nH]c4ccccc43)c2=O)CC1	i	0.9	i	i	-0.5	i	i	i	i	i	-9.8
COc1ccc2c(Cl)c(-c3nnc4n3CCCCC4)sc2c1	i	0.1	i	i	0.1	i	i	i	i	i	-2.3
CCn1cc(C(=O)N2CCN(c3ccc(OC)cc3)CC2)c(=O)c2cc(S(=O)(=O)N3CCOCC3)ccc21	i	-0.6	i	i	-0.4	i	i	i	i	i	1.6
Cc1ccc(Cn2cc(S(=O)(=O)c3ccc(C(C)C)cc3)c(=O)c3cc4c(cc32)OCO4)cc1	i	16.4	i	i	0.2	i	i	i	i	i	4.5
O=C(c1cc(-c2cccc(Cl)c2)on1)N1CCN(c2ccccc2)CC1	i	-0.9	i	i	0.2	i	i	i	i	i	-24.7
CCc1ccc2c(CN(C)Cc3ccc(OC(F)F)c(OC)c3)cc(=O)oc2c1	i	-8.3	i	i	-0.1	i	i	i	i	i	-1.4
Cc1ccccc1CN1CCc2cc([N+](=O)[O-])ccc21	i	-11.1	i	i	2.9	i	i	i	i	i	-20.3
NS(=O)(=O)c1ccc(NC(=O)COC(=O)COc2cccc(C(F)(F)F)c2)cc1	i	-7.4	i	i	-0.1	i	i	i	i	i	-0.6
CCCc1ccc(-c2cc(C(=O)Nc3ccc([N+](=O)[O-])cn3)c3ccccc3n2)cc1	i	18.2	i	i	1.5	i	i	i	i	i	16.8
COc1ccc(C(=O)Nc2cc3c(cc2N2CCCCC2)n(C)c(=O)n3C)cc1OC	i	3.2	i	i	0.1	i	i	i	i	i	9.1
CC(=O)OC1CC(C)N(C(=O)c2ccccc2)c2ccc(C)cc21 (configuration not stated)	i	4.1	i	i	-0.5	i	i	i	i	i	-2.2
Cc1ccc(N2C(=O)C3N=NN(CC(=O)N4N=C(c5ccccc5)CC4c4ccccc4)C3C2=O)cc1 (configuration not stated)	i	21.5	i	i	0.0	i	i	i	i	i	4.5
CC(OC(=O)c1nsc(Cl)c1Cl)C(=O)NCc1ccco1 (configuration not stated)	i	0.5	i	i	0.1	i	i	i	i	i	-3.2
CCNc1nc(-c2ccc(Cl)cc2)cs1	i	-4.6	i	i	2.8	i	i	i	i	i	-5.1
CC(NC(=O)COC(=O)Cc1ccsc1)C1CC2CCC1C2 (configuration not stated)	i	-0.3	i	i	-0.2	i	i	i	i	i	-0.6
Cc1cccc(N=C2SC(C)CN2C(=O)CN2C(=O)NC3(CCCC3)C2=O)c1 (configuration not stated)	i	-15.1	i	i	0.3	i	i	i	i	i	-2.2

(more compounds)
SMILES	TRPC6 inh	SKKanGAS inh	RGS4 block	RGS4 pot	HIF activator	MrgX1 ag	MrgX1 PAM	TRPC4 block	MrgX1 antagonist	TRPC6 act	Platelet DG rel
CN1CCC(NC(=O)c2cccs2)CC1	i	-2.6	i	i	-0.3	i	i	i	i	i	0.4
COc1cccc2c1Oc1cc([N+](=O)[O-])cc(N(C)C(C)=O)c1C=C2	i	2.8	i	i	-0.1	i	i	i	i	i	7.6
CCOC(=O)c1sc2nc3c(cc2c1N)COC(C)(CC)C3 (configuration not stated)	i	17.0	i	i	1.2	i	i	i	i	i	1.9
Cn1ccnc1SCC(=O)NC1CCCC1	i	3.9	i	i	-0.1	i	i	i	i	i	-2.5
Cc1cc(S(=O)(=O)N(Cc2ccc(C(C)C)cc2)CC2CCCO2)ccc1-n1cnnn1 (configuration not stated)	i	-15.0	i	i	-0.9	i	i	i	i	i	-0.2
Cc1nnc(SCCn2c(Br)nc3c2c(=O)[nH]c(=O)n3C)s1	i	-4.0	i	i	0.1	i	i	i	i	i	-1.1
CC12CC3(C)CC(C)(C1)CC(C(=O)NC(=S)N1CCOCC1)(C2)C3	i	3.8	i	i	-0.7	i	i	i	i	i	-3.2
CCOc1ccccc1N1CCN(C/C=C/c2ccc(N(C)C)cc2)CC1	-6.48*	6.1	i	i	0.2	i	i	i	-4.66*	i	-5.5
CCCn1c(CCc2ccccc2)nnc1SCC(=O)N1CCOCC1	i	-4.1	i	i	0.2	i	i	i	i	i	19.8
CCOc1ccc(CNC(=O)C2Cc3cc(S(=O)(=O)N4CCCCC4)ccc3N2C(C)=O)cc1 (configuration not stated)	i	2.8	i	i	-0.5	i	i	i	i	i	9.8
CCOc1ccc(NC(=O)CN(C)C(=O)c2cc3c(s2)CCCCC3)cc1OCC	i	-2.4	i	i	0.1	i	i	i	i	i	-3.8
O=C(CCCCCCN1C(=O)c2ccccc2C1=O)N1CCC(c2ccccc2)C1 (configuration not stated)	i	-5.7	i	i	-46.1	i	i	i	i	i	-7.5
CC(=O)Nc1ccc(NS(=O)(=O)c2ccc(Cl)c(C(=O)O)c2)cc1	i	1.8	i	i	-0.1	i	i	i	i	i	0.5
Cc1c(C(=O)O)sc(=S)n1-c1ccc(Cl)cc1	i	2.4	i	i	0.0	i	i	i	i	i	0.1
C[C@H](NC(=O)C1CC(=O)N(c2ccc3c(c2)OCCO3)C1)C(=O)NCc1ccco1 (some centres not stated)	i	-1.3	i	i	0.1	i	i	i	i	i	1.4
CC(C)CN(C(=O)CCC(=O)OCC(=O)NCCc1ccccc1)c1c(N)n(CC(C)C)c(=O)[nH]c1=O	i	25.5	i	i	0.8	i	i	i	i	i	-3.4

Screening results (PubChem)

This is a random part of the collection; any-hit rate near 6.1%.
